Bioassay records as filed in PubChem BioAssay.
MITF primary: MITF inhibitors, primary screen, biochemical, AlphaScreen, human; AlphaScreen MITF homodimerization, bead proximity signal; inhibition, % at 2.6 µM; 650,000 tested, 0.91% active; AID 1259374, 2018; in the data active = inhibition above about 50%;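 note: 0% = vehicle wells with protein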
Target sequence (O75030 whole entry, looked up): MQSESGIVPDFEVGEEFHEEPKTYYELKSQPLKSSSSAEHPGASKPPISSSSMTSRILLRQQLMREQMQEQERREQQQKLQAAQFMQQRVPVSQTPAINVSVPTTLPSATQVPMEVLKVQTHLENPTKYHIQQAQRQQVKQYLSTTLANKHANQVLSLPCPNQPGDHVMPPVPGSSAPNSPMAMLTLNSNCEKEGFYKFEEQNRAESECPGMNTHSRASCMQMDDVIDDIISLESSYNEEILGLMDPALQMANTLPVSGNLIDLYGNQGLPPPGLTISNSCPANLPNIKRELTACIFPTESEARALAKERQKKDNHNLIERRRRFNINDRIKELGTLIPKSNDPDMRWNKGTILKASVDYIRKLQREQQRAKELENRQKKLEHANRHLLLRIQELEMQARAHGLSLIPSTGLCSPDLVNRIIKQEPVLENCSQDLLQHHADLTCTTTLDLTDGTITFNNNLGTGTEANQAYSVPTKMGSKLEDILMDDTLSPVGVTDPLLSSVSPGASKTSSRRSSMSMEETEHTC
FBW7 act: FBW7 E3 ligase activators, primary screen, biochemical, AlphaScreen, human. 650,000 tested, 0.13% active. AlphaScreen FBW7–phospho-cyclin E peptide binding, activator screen. F-box/WD repeat-containing protein 7 (Homo sapiens), Q969H0. normalized activity (activation), % at 26.1 µM; in the data active = normalized activity above about 1.9%;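 note: purified mutant Fbw7 with reduced substrate affinity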
GPR151 activ: activators of human GPR151, primary screen, cell-based, PathHunter beta-arrestin, luminescence; G-protein coupled receptor 151 (Homo sapiens), Q8TDV0; PathHunter beta-arrestin GPR151 cells; activation, % at 11.2 µM; 650,000 tested, 1% active; in the data active = activation above about 4.9%;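 note: 0% = median of compound wells and 100% = cells with positive control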
Target sequence (Q8TDV0 whole entry, looked up): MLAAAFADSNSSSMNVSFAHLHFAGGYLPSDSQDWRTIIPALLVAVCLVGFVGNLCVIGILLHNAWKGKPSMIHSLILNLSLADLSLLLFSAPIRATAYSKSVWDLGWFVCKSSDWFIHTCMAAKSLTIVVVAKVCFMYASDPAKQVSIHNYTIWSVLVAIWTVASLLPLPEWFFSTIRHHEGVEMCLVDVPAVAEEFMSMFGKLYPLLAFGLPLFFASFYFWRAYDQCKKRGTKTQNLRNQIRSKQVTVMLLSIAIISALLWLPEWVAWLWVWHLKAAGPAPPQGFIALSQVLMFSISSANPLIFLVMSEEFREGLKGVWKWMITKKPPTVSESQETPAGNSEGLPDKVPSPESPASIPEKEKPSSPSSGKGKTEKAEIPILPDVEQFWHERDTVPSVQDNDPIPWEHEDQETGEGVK
TEAD-YAP block: TEAD-YAP interaction inhibition, primary screen, TEAD-YAP interaction inhibitor project, luminescence, HEK-TIYL cells; TEAD-Gal4/YAP UAS-luciferase luminescence; 640,000 tested, 1.4% active; inhibition, % at 9.12 µM; in the data active = inhibition above about 32%;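 note: 0% = median of test compound wells and 100% = reference inhibitor wells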
The depositor's hits bear a star.

Field names – A = MITF primary; B = FBW7 act; C = GPR151 activ; D = TEAD-YAP block
N[C@@H](Cc1ccc(Br)cc1)C(=O)N1CCC(Nc2ccc3cn[nH]c3c2)CC1
  A = 4; B = -0.2; C = 0.2; D = -1
COc1cc2c(cc1OC)C(COc1ccccc1OC)N(C(=O)Cc1ccccc1)CC2 (configuration not stated)
  A = 20; B = 0.2; C = 0.3; D = 11
Nc1cccc(-c2nc(Nc3ccc(N4CCOCC4)cc3)c3ncn(CCN4CCCC4=O)c3n2)c1
  A = -3; B = -0.1; C = 1.0; D = -8
c1ccc(Cn2cc(-c3cnn4c(NCCc5cccnc5)ccnc34)cn2)cc1
  A = -17; B = 0.1; C = 0.0; D = -24
COC(=O)c1ccc(NC(=O)CN2CCN(S(=O)(=O)c3ccc(OC)cc3)CC2)cc1
  A = 16; B = 0.1; C = -1.7; D = 14
COc1ccc(N2CCN(Cc3nc4c(c(=O)[nH]c(=O)n4C)n3CC(N)=O)CC2)cc1
  A = -7; B = 0.1; C = 0.7; D = -8
O=C(CSc1ncccn1)c1ccccc1Br
  A = -1; B = 0.0; C = 0.7; D = -17
CCSc1nc2c(c(=O)n1-c1ccc(C)cc1)SCC2
  A = -1; B = -0.2; C = 1.4; D = -3
CCOC(=O)c1c(NC(=O)c2nn3c(C(F)(F)F)cc(-c4ccccc4)nc3c2Cl)sc2c1CCC(C)C2 (configuration not stated)
  A = 0; B = 0.0; C = 0.8; D = 2
COc1ccc(Cl)cc1C(=O)Nc1ccc(S(=O)(=O)N2CCCC2)cc1
  A = 3; B = 0.8; C = -3.1; D = 7
COc1ccc(C)cc1NC(=O)NNC(=O)C(C)Oc1ccc([N+](=O)[O-])cc1 (configuration not stated)
  A = 10; B = -0.2; C = -0.8; D = -2
Cc1cc(S(=O)(=O)NC2CCCCNC2=O)c(C(F)(F)F)o1 (configuration not stated)
  A = 7; B = 0.0; C = 0.0; D = -1
O=C(NCc1ccccc1)C(c1cccnc1)N(Cc1ccccc1)C(=O)c1csnn1 (configuration not stated)
  A = 5; B = 0.1; C = -1.5; D = 0
Nc1ccc2nc(-c3ccc(Br)cc3)[nH]c2c1
  A = -1; B = 0.0; C = -4.1; D = -58
CCOC(=O)C(=O)CC(=O)c1cccc([N+](=O)[O-])c1
  A = -15; B = 0.0; C = 4.3; D = 13
Cc1n[nH]c(C)c1S(=O)(=O)N1CCC(c2ccccc2)C1 (configuration not stated)
  A = 4; B = 0.3; C = -0.2; D = 14
COCCCNC(=O)CCNC(=O)Cn1ccc2ccccc2c1=O
  A = 13; B = -0.1; C = -0.7; D = 3
O=C1N[C@@H](Cc2ccccc2)C(=O)N2CCN(Cc3cnn(-c4cccc(F)c4)c3)C[C@H]12
  A = 24; B = 0.4; C = 0.4; D = 6
CCS(=O)CCSc1nc(-c2ccc(C)cc2)cc(-c2ccccc2)c1C#N (configuration not stated)
  A = 6; B = 0.3; C = 0.1; D = 5
CCCCCCc1nnc(NC(=O)CC(C)C)s1
  A = 13; B = 0.3; C = -0.9; D = -1
CCN1C(=O)c2cccc3c(S(=O)(=O)O)ccc1c23
  A = -12; B = -0.3; C = -0.1; D = -1
Cc1ccc2c(c1)C(C1C(=O)CC(C)(C)CC1=O)c1ccccc1O2 (configuration not stated)
  A = 3; B = -0.1; C = 1.5; D = -12
COCCNC(=O)c1cc(C)nc2ccccc12
  A = 5; B = 0.0; C = 0.6; D = 10
O=C(/C=C/c1ccc(-c2ccc([N+](=O)[O-])cc2)o1)N1CCOCC1
  A = 9; B = 0.1; C = 1.3; D = -4
O=C(N/N=C/c1ccc(F)cc1)C1CC(=O)N(c2ccccc2)C1 (configuration not stated)
  A = 14; B = 0.5; C = 0.3; D = 7
COc1ccc(NC(=O)C(C)N(c2ccc(Cl)cc2)S(C)(=O)=O)c(OC)c1 (configuration not stated)
  A = 3; B = -0.1; C = 0.3; D = -6
COc1ccc(C(=O)CN(C(=O)c2ccc(Cl)cc2)N2C(=O)CCC2=O)cc1
  A = 22; B = 0.1; C = 1.2; D = -1
N#Cc1ccccc1OCC(=O)Nc1nc(-c2ccccc2Cl)cs1
  A = -5; B = 0.1; C = -0.8; D = 4
CCN(CC)C(=O)C1CCCN(c2nc(Nc3ccc(N4CCOCC4)cc3)c3ncn(Cc4ccc(C(F)(F)F)cc4)c3n2)C1 (configuration not stated)
  A = 18; B = -0.2; C = 0.8; D = 3
Cc1ccc(CN2CCNC(=O)C2CC(=O)NCc2csc(C(C)C)n2)o1 (configuration not stated)
  A = 8; B = 0.4; C = -0.9; D = 2

As entered above:
N#Cc1ccccc1OCC(=O)Nc1nc(-c2ccccc2Cl)cs1 in TEAD-YAP block → 4
O=C1N[C@@H](Cc2ccccc2)C(=O)N2CCN(Cc3cnn(-c4cccc(F)c4)c3)C[C@H]12 in FBW7 act → 0.4
COc1ccc(C)cc1NC(=O)NNC(=O)C(C)Oc1ccc([N+](=O)[O-])cc1 (configuration not stated) in MITF primary → 10
CCCCCCc1nnc(NC(=O)CC(C)C)s1 in MITF primary → 13
Cc1ccc(CN2CCNC(=O)C2CC(=O)NCc2csc(C(C)C)n2)o1 (configuration not stated) in FBW7 act → 0.4
COC(=O)c1ccc(NC(=O)CN2CCN(S(=O)(=O)c3ccc(OC)cc3)CC2)cc1 in FBW7 act → 0.1

(cont.)
Field names – A = MITF primary; B = FBW7 act; C = GPR151 activ; D = TEAD-YAP block
Cc1ccc(C2CC(C(F)(F)F)n3nc(CO)cc3N2)cc1 (configuration not stated)
  A = 6; B = 0.0; C = 0.0; D = 2
CCOC(=O)c1ccc(NC(=O)CCc2ccc(C)o2)cc1
  A = -7; B = 0.0; C = -1.3; D = -4
Cn1c(SCC(=O)c2ccc(F)cc2)nc2cccnc21
  A = 0; B = -0.2; C = 1.0; D = 2
Cn1nc(C(C)(C)C)cc1C(=O)N1CCn2c(CO)nnc2C1
  A = -4; B = -0.2; C = 0.0; D = -3
Cc1ccc2nc(NC(=O)C(Cc3c[nH]c4ccccc34)NC(=O)Oc3ccccc3)sc2c1 (configuration not stated)
  A = 0; B = 0.0; C = 1.5; D = -3
COc1ccccc1C1CC(=O)N2C(=C1C#N)SCC2(O)c1ccc(C)cc1 (configuration not stated)
  A = -11; B = 0.1; C = -1.0; D = 0
O=C(O/N=C(\c1ccccc1)c1ccncc1)c1ccccc1[N+](=O)[O-]
  A = -6; B = 0.2; C = -1.1; D = -20
COc1cc(CC(=O)N(CC2CCCO2)c2nc3ccccc3s2)cc(OC)c1OC (configuration not stated)
  A = -8; B = 0.1; C = 0.8; D = -16
COc1ccccc1C(=O)NN1C(=O)C2C3C=CC(C3)C2C1=O (configuration not stated)
  A = -5; B = -0.4; C = 1.2; D = -10
O=C(CSc1nnc(NCc2ccccc2)s1)Nc1cccc(Cl)c1
  A = 13; B = 0.0; C = 1.1; D = -1
Cc1[nH]c(=O)[nH]c(=O)c1S(=O)(=O)NC1CCCCC1
  A = 23; B = 0.5; C = 0.5; D = -6
Cc1cccc(CC(C)NC(=O)c2ccc(OC3CCN(C(=O)C4CC4)CC3)cc2)n1 (configuration not stated)
  A = 1; B = 0.0; C = 1.2; D = -5
CC(=O)c1cccc(NC(=O)COC(=O)c2ccc(Cl)c(S(N)(=O)=O)c2)c1
  A = -5; B = -0.1; C = 1.8; D = 3
C/C(=N\NC(=O)C(C)Sc1ccccn1)c1ccc(I)cc1 (configuration not stated)
  A = 8; B = 0.0; C = -0.5; D = -1
COc1ccc(/C(O)=C2/C(=O)C(=O)N(CCCCCC(=O)O)C2c2ccc3c(c2)OCO3)cc1 (configuration not stated)
  A = 8; B = 0.2; C = 2.5; D = -5
CC(=O)Oc1ccc(C(=O)Nc2ccc3oc(-c4ccc(Cl)cc4)nc3c2)cc1
  A = -1; B = -0.1; C = -1.1; D = -50
COc1cccc(-c2csc3nnc(SCC(=O)NCc4ccccc4)n23)c1
  A = 10; B = 0.0; C = -0.6; D = 2
Cc1ccc(NC2=C(S(C)(=O)=O)C(c3ccccc3)N(c3ccc(O)cc3)C2=O)cc1 (configuration not stated)
  A = 14; B = -0.2; C = 2.3; D = -14
Cc1csc2nc(-c3cccc(NC(=O)C4CC4)c3)cn12
  A = 0; B = 0.3; C = 1.4; D = -12
COc1ccc(-c2ccc(/C=C3\C(=N)N4N=C(C)SC4=NC3=O)o2)c([N+](=O)[O-])c1
  A = -12; B = -0.2; C = 2.3; D = -5
CCOC(=O)C1=C(C)NC(=O)CC1c1cc2c(cc1Br)OCO2 (configuration not stated)
  A = -11; B = -0.2; C = 2.7; D = 7
COc1ccc(/C=C/C(=O)Nc2ccc(OC)cc2)cc1
  A = 8; B = 0.2; C = 0.1; D = -25
O=C(CCc1nnc(C2CCCCC2)o1)NCCCc1ccccc1
  A = 4; B = -0.1; C = -1.0; D = 1
COc1ccccc1NC(=O)/C(=C\c1ccc(OC)c(OC)c1)NC(=O)c1ccccc1
  A = 7; B = 0.2; C = 0.2; D = 8
COc1ccc(C2C(C(=O)NCCN(C)C)CCC(=O)N2c2ccc(OC)cc2)cc1 (configuration not stated)
  A = 11; B = 0.2; C = 0.3; D = -7
N#C/C(=C\c1cc(Cl)c(O)c(Cl)c1)C(=O)Nc1ccc(S(N)(=O)=O)cc1
  A = 10; B = 0.1; C = -0.1; D = 12
O=C(COc1ccccc1C(=O)OC1CCCC1=O)Nc1cccc(C(F)(F)F)c1 (configuration not stated)
  A = 62*; B = -0.2; C = 1.7; D = 6
O=C(/C=C/c1cccs1)NC(=S)NCC1CCCO1 (configuration not stated)
  A = -1; B = 0.2; C = -0.2; D = -26
CC(NC(=O)C12CC3CC(CC(C3)C1)C2)C(=O)NN (configuration not stated)
  A = 1; B = 0.1; C = 1.3; D = 2
COc1cc(C(=O)N/C(=C/c2ccc(Br)cc2)C(=O)NC(C(=O)O)C(C)C)cc(OC)c1OC (configuration not stated)
  A = 3; B = 0.0; C = 2.2; D = 4
O=C(c1csc2c1CCCC2)N1CCOc2ccc(C(O)c3ccccn3)cc2C1 (configuration not stated)
  A = -3; B = 0.0; C = 1.3; D = 0
O=[N+]([O-])c1cccc(Cl)c1CSc1nnnn1-c1cccc2ccccc12
  A = 14; B = 0.1; C = 0.2; D = 4
C=CCOc1ccccc1CN1CCC2(CC1)CC2C(=O)NCc1cccnc1 (configuration not stated)
  A = -1; B = 0.1; C = 0.4; D = 4
Nc1nc2n(n1)C(c1ccc(Cl)cc1)CC(c1ccc(F)cc1)N2 (configuration not stated)
  A = 23; B = 0.4; C = -1.3; D = 3
CN1CCC2(CC1)OCc1cc(-c3cccc(N)c3)ccc1O2
  A = -34; B = 0.2; C = -0.8; D = -5
Cc1noc(C)c1S(=O)(=O)N1CCCC(C(=O)Nc2cccc(F)c2)C1 (configuration not stated)
  A = 9; B = -0.1; C = 0.8; D = 5
Cc1c(C(=O)Nc2cccc(C(F)(F)F)c2)cccc1[N+](=O)[O-]
  A = -5; B = -0.1; C = -0.2; D = -7
CCC(Sc1nc2ccc(Br)cc2[nH]1)C(=O)O (configuration not stated)
  A = 1; B = 0.2; C = -2.6; D = -6
CCOC(=O)c1cnc2c(OC)cccc2c1NCc1ccccc1OC
  A = -3; B = -0.1; C = -0.9; D = -6
O=C(Cn1cnc([N+](=O)[O-])n1)Nc1ccc(F)c(Cl)c1
  A = -2; B = -0.1; C = 0.9; D = -1
Cc1ccccc1C(=O)Nc1ccc(S(=O)(=O)N2CCN(C)CC2)cc1
  A = -6; B = -0.1; C = 6.7*; D = 3
CC(C)CC(c1nnnn1Cc1ccc2c(c1)OCO2)N1CCN(C)CC1 (configuration not stated)
  A = 4; B = -0.1; C = 0.4; D = 5
Cc1ccc(NC(=O)c2cc3nc(-c4ccccc4)cc(C(F)(F)F)n3n2)cc1C
  A = 0; B = 0.0; C = 1.2; D = -5
Cc1cccc(C)c1NC(=O)Cn1nc(C)n2cccc2c1=O
  A = 6; B = 0.0; C = -0.4; D = 5
O=C(NC1(C(F)(F)F)C(=O)Nc2c1c(=O)[nH]c(=O)n2Cc1ccccc1)c1ccco1 (configuration not stated)
  A = 19; B = 0.2; C = 0.4; D = 9
COc1cccc(-n2c(=S)sc3c(=O)n(-c4ccc(C)cc4)c(SCc4cc(C(C)=O)ccc4OC)nc32)c1
  A = 9; B = 0.0; C = -0.8; D = 14
COc1ccccc1/C=N/N=C1/NC(=O)C(CC(=O)Nc2cccc(C)c2C)S1 (configuration not stated)
  A = 11; B = -0.1; C = -1.2; D = 7
C=CCNC(=S)NCCn1c(-c2ccccc2)csc1=Nc1ccccc1
  A = 9; B = -0.3; C = 1.3; D = 7
O=c1cc(-c2ccccc2)oc2ccc(Cl)cc12
  A = 9; B = 0.2; C = 0.3; D = -43
O=C(c1cc2nc(-c3ccccc3)cc(C(F)(F)F)n2n1)N1CCCC1
  A = 3; B = -0.1; C = -0.4; D = 5
CCC(=O)NC(c1nnc2n1CCN(C(=O)c1ccc(C)nc1)CC2)C(C)C (configuration not stated)
  A = 8; B = 0.1; C = -0.1; D = 3
N#CC1=C(N)n2c(s/c(=C/c3ccc(OCc4ccccc4)cc3)c2=O)=C(C#N)C1c1ccc(OCc2ccccc2)cc1 (configuration not stated)
  A = 2; B = -0.1; C = -1.3; D = -10

Some of the entries above, reformatted.
canonical_smiles | MITF primary | FBW7 act | GPR151 activ | TEAD-YAP block
Cc1cccc(C)c1NC(=O)Cn1nc(C)n2cccc2c1=O | 6 | 0.0 | -0.4 | 5
O=C(NC1(C(F)(F)F)C(=O)Nc2c1c(=O)[nH]c(=O)n2Cc1ccccc1)c1ccco1 (configuration not stated) | 19 | 0.2 | 0.4 | 9

Not a hit list; any-hit rate near 3.4%.
